IkB signaling = IkB pathway inhibition in ABC-DLBCL cells | Potency, µM (series often up to 57.1 µM), without a hit: top-dose IkBa stabilization activation | ABC-DLBCL IkBa-CBG/CBR dual luciferase ratio, 4 h; response scale: scaled: untreated 0%, proteasome inhibitor 100% | actives 0.04% (n = 110,000); active = well fitted curve in the direction sought with a large enough effect in the signal ratio, not every such curve was filed as active; inconclusive = small, poorly fitted or top-dose-only effect, or a change in a side signal; the % refers to the signal ratio;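 note: the direction sought is a rising ratio; 0% = basal untreated cells and 100% = reference inhibitor full response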
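Curves were fitted separately to fusion (green), unfused (red) and ratio luminescence, then classed by r2, magnitude and activity. Cells: OCI-Ly3, 4 h compound plus doxycycline at 37C; 10 uM MG-132 defined full response.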
p53ts 39C kill = cytotoxicity in p53ts cells at nonpermissive temperature | Potency, µM (doses to about 46.1 µM), without a hit: at the top dose activity change, negative = cell killing, actives largely listed as cytotoxic | H1299-p53A138V viability at 39C, ATP luminescence, 24 h | actives 1.5% (n = 130,000); note: nearly all actives have a fitted effect of over 55% in size
Imprint erasure = genomic imprint erasure induction. mouse ES Peg3-LacZ reporter, beta-gal luminescence, 40 h. AID 1948. Potency, µM (top dose mostly 60.7 µM), for the others: at the top dose activity change, positive = activation, hits mostly activators. actives 0.02% (n = 110,000);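 note: 0% = negative control wells on the plate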
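Imprint erasure is scored as LacZ activity from the silenced maternal Peg3 allele in feeder-free female ES cells cultured 40 h with LIF. Luminescence is normalized to in-plate negative controls and fitted to the Hill equation.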
p53ts 32C kill = cytotoxicity in p53ts cells at permissive temperature. H1299-p53A138V at 32C, ATP luminescence viability, 24 h. Potency, µM (titrated, usually from 46.1 µM), inactives show top-dose activity change, negative = cytotoxicity, most hits filed as cytotoxic. actives 0.93% (n = 130,000);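 note: 0% = DMSO and -100% = full killing by reference compound; nearly all actives have a fitted effect of over 55% in size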
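H1299-p53 A138V cells (temperature-sensitive p53) exposed 24 h to up to 46 uM compound at 32C, where p53 is wild-type in conformation. Viability read as ATP luminescence and normalised to DMSO and 100 uM tamoxifen. AC50 fitted with the Hill equation.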
Numbers without * were called inactive; ? = inconclusive; . = no result given; [ ] = dose if it differs, or a comment. Unless noted, calls come from the whole dose curve; as a rule, active = well fitted curve in the direction sought with a large enough effect; inconclusive = small, poorly fitted or top-dose-only effect, or another doubt; inactive = no such curve, though single readings can be large; an effect the other way counts as inactive or inconclusive. Unless noted, % is set by controls: 0 for no effect and ±100 for the full control effect; potency is the fitted concentration of half-maximal effect. Compounds were not picked by outcome (roughly 1.8% active in at least one column).

nr | mol | IkB signaling | p53ts 39C kill | Imprint erasure | p53ts 32C kill
1 | OCC(O)C(O)C(O)C(O)C(O)CO (centres undefined) | . | 6.4% | ? | 0.7%
2 | Cc1ccc(C)c(CN2C(=O)C(O)(c3c[nH]c4ccccc34)c3ccccc32)c1 (centres undefined) | -0.9% | ? | -5.8%[10.9 µM] | ?
3 | Cc1ccc(O)c(NC(=O)C2=CC(c3cccs3)=NS(=O)(=O)N2C)c1 | -0.8% | 1.2% | -8.1%[10.9 µM] | 3.7%
4 | O=C(C1CCC(Cn2c(=O)c3sccc3n(Cc3cccc(F)c3)c2=O)CC1)N1CCOCC1 (centres undefined) | -0.9% | -0.1% | -9.3%[10.9 µM] | -7.3%
5 | O=C1C=C[C@@H](O)[C@H]2[C@@H]3C(=O)N(c4cccc(Oc5ccccc5)c4)C(=O)[C@@H]3CC[C@H]12 | . | -0.7%[9.22 µM] | . | 7.8%[9.22 µM]
6 | c1ccc2c(c1)CCCN2c1nc2ccccc2n2cnnc12 | ? | 10.5% | -11.5% | -5.7%
7 | C=CC1=C(C)/C(=C/c2[nH]c(Cc3[nH]c(/C=C4\NC(=O)C(C)=C4C=C)c(C)c3CCC(=O)O)c(CCC(=O)O)c2C)NC1=O | . | -12.8% | -1.5% | -4.6%
8 | Cc1cc(NC(=O)CCC(=O)N(c2ccccc2)C(C(=O)NC2CCCC2)c2ccccc2)no1 (centres undefined) | . | 11.8% | . | -3.7%
9 | CCC1=C(OC(=O)N(CC)CC)N2C(=O)OC(=NCC(=O)OC)[C@]2(C)[C@H]2C1=CC[C@H]1C(=O)NC(=O)[C@H]12 | . | -5.1% | -5.0% | -1.2%
10 | Cc1cc(N2CCC(C)CC2)nc2ccc(NC(=O)Cc3c(F)cccc3Cl)cc12 | 3.7% | -13.1% | ? | 4.6%
11 | CCN(Cc1ccccc1)S(=O)(=O)c1ccc(F)c(C(=O)Nc2cc(C(F)(F)F)ccc2Cl)c1 | ? | -7.4% | -6.6%[10.9 µM] | 1.2%
12 | CCSC1=NC2(CCN(C(=O)NC3CCCCC3)CC2)N=C1c1ccc(Cl)cc1 | ? | -10.4% | -8.5%[10.9 µM] | 2.1%
13 | CCCOc1ccc(-c2nn(-c3ccccc3)cc2C2NC(=O)NC(C)=C2C(=O)OC)cc1 (centres undefined) | ? | 21.5% | -3.6%[10.9 µM] | 7.0%
14 | CC(C)COC(=O)C(C#N)c1nc2ccccc2nc1N1CCN(Cc2ccccc2)CC1 (centres undefined) | 2.4% | 8.2% | -9.0% | 2.5%
15 | CCOC(=O)C1CCCN(c2nc3c(S(=O)(=O)c4ccc(C)c(C)c4)nnn3c3ccc(Cl)cc23)C1 (centres undefined) | -2.4% | -6.7% | 13.9%[10.9 µM] | 0.9%
16 | O=C(NC1CCCCC1)C(c1ccco1)N(C(=O)c1csnn1)C1CCCC1 (centres undefined) | -0.3% | -2.7% | -6.2% | 4.7%
17 | Cc1nn(CC(=O)N2CCN(c3ccccc3)CC2)c(=O)c2cc3cc(F)ccc3n12 | 2.0% | -10.5% | -6.5%[10.9 µM] | -4.7%
18 | Cn1c(/N=C/c2c[nH]c3ccccc23)nc2ccccc21 | 6.8% | 12.3% | -11.5% | 4.9%
19 | Cn1c(=O)c(C(=O)Nc2cccnc2)c(O)c2ccccc21 | 0.3% | -7.8% | 0.2% | -2.3%
20 | COc1ccc(C2C(C#N)=C(N)Oc3cc4c(cc32)OCO4)cc1 (centres undefined) | 4.1% | -10.1% | -8.3% | -7.9%
21 | CCn1cc(C(=O)NCc2ccc3c(c2)OCO3)c(=O)c2ccc(C)nc21 | -0.1% | 0.9% | . | -5.0%
22 | O=C(NC1CCCCC1)N1CCN(CCc2ccccc2)CC1 | 1.3% | 5.6% | -10.5% | 1.6%
23 | N#CCCN1CCN(C(=S)c2ccc(-c3ccc(Cl)c(Cl)c3)o2)CC1 | 1.3% | -17.8% | -14.8% | 12.3%
24 | Cn1cc(CN(C(=O)Nc2ccc(Cl)c(Cl)c2)C2CCCCC2)c2ccccc21 | -3.2% | 22.9% | -10.0%[10.9 µM] | 5.9%
25 | C=CC(O)(C#CCN(CC)CC)c1ccccc1 (centres undefined) | -0.9% | 2.9% | -11.8% | 5.9%

6 compounds drawn at random from those above:
nr | mol | IkB signaling | p53ts 39C kill | Imprint erasure | p53ts 32C kill
3 | Cc1ccc(O)c(NC(=O)C2=CC(c3cccs3)=NS(=O)(=O)N2C)c1 | -0.8% | 1.2% | -8.1%[10.9 µM] | 3.7%
10 | Cc1cc(N2CCC(C)CC2)nc2ccc(NC(=O)Cc3c(F)cccc3Cl)cc12 | 3.7% | -13.1% | ? | 4.6%
22 | O=C(NC1CCCCC1)N1CCN(CCc2ccccc2)CC1 | 1.3% | 5.6% | -10.5% | 1.6%
5 | O=C1C=C[C@@H](O)[C@H]2[C@@H]3C(=O)N(c4cccc(Oc5ccccc5)c4)C(=O)[C@@H]3CC[C@H]12 | . | -0.7%[9.22 µM] | . | 7.8%[9.22 µM]
7 | C=CC1=C(C)/C(=C/c2[nH]c(Cc3[nH]c(/C=C4\NC(=O)C(C)=C4C=C)c(C)c3CCC(=O)O)c(CCC(=O)O)c2C)NC1=O | . | -12.8% | -1.5% | -4.6%
9 | CCC1=C(OC(=O)N(CC)CC)N2C(=O)OC(=NCC(=O)OC)[C@]2(C)[C@H]2C1=CC[C@H]1C(=O)NC(=O)[C@H]12 | . | -5.1% | -5.0% | -1.2%

(next part)
nr | mol | IkB signaling | p53ts 39C kill | Imprint erasure | p53ts 32C kill
26 | Cc1c(Cc2ccccc2)sc(N)c1C(N)=O | 3.0% | 3.2% | -1.0% | -0.3%
27 | CN1C[C@@H]2C(c3ccc(Cl)nc3)C3(c4cccnc4)CC2(C3)[C@H]1c1ccccc1 (some centres undefined) | . | -3.7% | -12.3% | 4.2%
28 | Cc1cc(C)c2c(=O)cc(C(=O)Nc3ccc(S(=O)(=O)N(C)Cc4ccccc4)cc3)oc2c1 | -0.8% | -34.2% | -19.4%[10.9 µM] | -9.5%
29 | CCOc1ccccc1CN(CCc1ccc2c(c1)OCO2)Cc1cc(OC)c(OC)cc1OC | ? | ? | -11.5%[10.9 µM] | -27.1%
30 | O=C(CCCN1C(=O)c2cccnc2C1=O)N1CC(=O)N(CCc2ccccc2)C(=O)C1 | 0.6% | -7.1% | 3.1% | -6.9%
31 | Cc1cc(N2CCOCC2)nc2cc(O)ccc12 | -3.8% | -14.5% | -4.4% | -24.2%
32 | Cc1c(Cl)cccc1NC(=O)Cn1cccc1 | -0.5% | 12.6% | -11.6% | -0.3%
33 | O=C(NCCC1=CCCCC1)c1ccc2c(=O)n3nc(Nc4ccccc4)sc3nc2c1 | ? | -14.9% | -7.0%[10.9 µM] | -0.3%
34 | CCCc1cc(C(=O)NCc2ccccc2)no1 | 11.4% | 12.6% | -22.5% | -10.4%
35 | O=C(CSc1nnc(COc2cccc3cccnc23)o1)N1CCc2ccccc21 | 0.0% | -18.3% | -20.4% | -5.4%
36 | COc1ccc(C2=NC3(CCCCC3)N(CC(=O)Nc3ccc(C(C)C)cc3)C2=O)cc1 | ? | -21.9% | -1.7%[10.9 µM] | 8.4%
37 | COc1ccccc1NC(=O)c1cc(S(=O)(=O)NCCc2ccccc2)ccc1F | ? | -16.8% | -14.7%[10.9 µM] | 5.0%
38 | COCCn1c(=O)c(-c2cccc(C#N)c2)nc2cnc(N3CCOCC3)nc21 | -2.3%[11.4 µM] | 1.8% | 3.6% | -18.5%
39 | O=C1Nc2cc(C(=O)N3CCOCC3)ccc2SC1N1CCOCC1 (centres undefined) | -1.4% | -1.9% | -3.0% | 8.4%
40 | CC(=O)Nc1ccc(C(=O)c2ccccc2)cc1 | ? | -2.3% | 1.0% | -6.8%
41 | COc1cc(C2Oc3nc(SC)nnc3-c3ccccc3N2C(C)=O)cc(Cl)c1OC (centres undefined) | ? | -4.3% | -3.1%[10.9 µM] | -3.8%
42 | Cn1c(=S)n(/N=C/c2ccc3c(c2)OCO3)c2ccccc21 | -3.1% | -1.2% | 5.7% | -1.8%
43 | COc1ccc(NC(=O)COc2ccc(-c3nn(C)c(=O)c4ccccc34)cc2)cc1 | -0.1% | -5.5% | -3.1%[10.9 µM] | -0.2%
44 | Cc1nn(Cc2ccc(C(=O)Nc3nccs3)cc2)c(C)c1Cl | 6.3% | 2.3% | -23.9% | -20.2%
45 | O=C(NCCCN1CCN(CCCNC(=O)c2ccc3c(c2)OCO3)CC1)c1ccc2c(c1)OCO2 | -0.5% | -4.8% | -8.6% | -1.9%
46 | CCOC(=O)c1cnn2c(C)cc(-c3ccc(F)cc3)nc12 | 3.0% | -19.2% | -4.6% | -28.0%
47 | O=S(=O)(Nc1cccc(-c2ccc(N3CCOCC3)nn2)c1)c1ccc(F)cc1F | 5.0% | ? | -16.6%[10.9 µM] | ?
48 | Cc1noc(C)c1C(=O)OCC(=O)NCCC1=CCCCC1 | 0.6% | 2.7% | -12.0% | -2.6%
49 | COc1cccc2cc(C(=O)N3CCCCC3C)c(=O)oc12 (centres undefined) | . | 17.9% | . | 2.1%
50 | Cn1c(CN2CCCCC2)nc2cc(NC(=O)c3cccs3)ccc21 | ? | -2.2% | -11.7% | -12.2%
51 | CC(C)n1c(SCC(=O)NCc2ccco2)nc2c1c(=O)n(C)c(=O)n2C | 0.3% | 7.4% | -1.6% | -1.8%
52 | COc1ccccc1N1CCN(C(=O)CSc2nc(-c3ccc(C(C)C)cc3)no2)CC1 | ? | ? | -11.4%[10.9 µM] | 7.94µM*
53 | COC(=O)NCC(c1cccnc1)N1CCN(c2ccccc2OC)CC1 (centres undefined) | 0.4% | 1.4% | -8.3% | 1.3%
54 | COCCNC(=O)CCCn1c(=O)c2ccccc2n(CC(=O)NCCC2=CCCCC2)c1=O | -2.0% | -10.5% | 3.6% | 15.6%
55 | COc1ccc(Cl)cc1S(=O)(=O)n1nnc2ccccc21 | 0.3% | 9.6% | 1.4% | -1.3%
56 | Cc1nc(SCc2ccccc2C)n[nH]1 | -0.4% | -0.1% | -1.2% | 4.3%
57 | COc1cccc(-n2c(=O)c3sc4ccccc4c3n(CC(=O)Nc3ccccc3C)c2=O)c1 | 6.5% | 1.0% | -7.5%[10.9 µM] | -11.9%
58 | COc1ccc(-n2ncc3c(N4CCCCC4)ncnc32)cc1 | . | 3.16µM* | . | 2.51µM*
59 | CCOC(=O)c1c(C)[nH]c(C)c1S(=O)(=O)N1CCCC(C(=O)Nc2cccc(CC)c2)C1 (centres undefined) | ? | -26.2% | -11.6%[10.9 µM] | 1.1%
60 | CN(C(=O)Cn1c(=O)n(CCCS(=O)(=O)C2CCCCC2)c(=O)c2ccccc21)c1ccccc1 | ? | 6.8% | -9.0%[10.9 µM] | 15.5%
61 | COc1cc(OC)c(N(C)C(=O)c2sc3nc4n(c(=O)c3c2C)CCCCC4)cc1Cl | 1.9% | 4.5% | -10.2%[10.9 µM] | 0.3%
62 | CCOc1ccc(NS(=O)(=O)c2ccc3[nH]cc(C(=O)N4CCCCCC4)c(=O)c3c2)cc1 | 2.3% | 6.2% | -5.9%[10.9 µM] | 12.7%
63 | O=C(c1ccco1)N(Cc1nc2ccccc2c(=O)[nH]1)C1CCCC1 | 0.8% | 3.9% | -7.5% | 20.9%
64 | O=c1c2ccccc2nc2n1CCC2 | 2.0% | -6.9% | -6.2% | -1.6%
65 | Cc1ccccc1CN(c1ccc(C(N)=O)cc1)S(C)(=O)=O | 0.3% | -2.8% | -9.9% | 0.9%
66 | Cc1nc(-c2cccc(S(=O)(=O)N3CCOCC3)c2)cs1 | 1.1% | -0.1% | -11.2% | 6.6%
67 | COc1cccc(-c2nc(SCc3cccc(Br)c3)n3[nH]c(=O)cc3n2)c1 | 12.4% | 1.3% | -3.5%[10.9 µM] | 3.2%
68 | Cc1nc2c(C(=O)NCc3ccco3)cnn2c(C)c1Cc1ccc(F)cc1Cl | 1.0% | -13.9% | -11.7% | -5.9%
69 | CCCCSCCCNC(=O)c1c[nH]c2ccc(S(=O)(=O)Nc3cccc(OC)c3)cc2c1=O | -0.6% | -17.7% | -13.2%[10.9 µM] | -14.7%
70 | O=C(Nc1nccs1)C12CC3CC(C1)CC(C(=O)Nc1nccs1)(C3)C2 | -1.0% | 8.7% | 10.1% | 1.1%
71 | CCN(CC)S(=O)(=O)c1cccc(-c2nnc(C(=O)c3ccc(C(F)(F)F)cc3)o2)c1 | -0.6% | -15.4% | -8.0% | -7.5%
72 | CCCCOC(=O)c1ccc(NC(=O)C(CCS(C)(=O)=O)NC(C)=O)cc1 (centres undefined) | -0.7% | 2.8% | -2.8% | 10.5%
